PPC-1+TRAIL kill = compounds killing PPC-1 cancer cells with TRAIL present, primary screen, TRAIL potentiator project, ATPLite luminescence, uHTS; AID 1443, 2008; hit rate 0.41% among 220,000; cell killing (% activity), % at 4 µM; PPC-1 cells + TRAIL, ATPLite viability luminescence;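 active = cell killing above 50% in the first pass at 4 µM, then a duplicate retest at 5 µM averaging 50% or more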;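 note: plate controls were cells with TRAIL plus DMSO for no effect and medium-only wells lacking cells for full effect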
CHOP inhibitor = inhibitors of CHOP promoter induction, primary screen, cell-based, unfolded protein response, luciferase reporter | hit rate 3.8% among 220,000 | CHO-K1 CHOP-promoter luciferase, tunicamycin-induced, 15-18 h | AID 2732, 2010 | inhibition, % at 10 µM;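 active = compounds that reduced the stress-induced luciferase reporter signal by more than about 70% of percent inhibition, limit read from the data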;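 note: 0% = tunicamycin plus vehicle and 100% = wells without tunicamycin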
BaF3 tox = parental Ba/F3 cell viability inhibition, counter-screen for JAK2V617F inhibitor project, murine pro-B, CellTiter-Glo luminescence; CellTiter-Glo ATP luminescence; inhibition, % at 5.6 µM; hit rate 1.1% among 220,000;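 active = inhibition above a per-campaign cutoff, the mean inhibition of all tested compounds plus 3 SD, cut at about 27% in these data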;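 note: 0% = DMSO wells and 100% = JAK Inhibitor I control wells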
Wee1 degr inh = Wee1 degradation inhibitors, primary screen, cell-based, HeLa, Wee1K328M-luciferase, luminescence. reporter increase, % at 5 µM. HeLa Luc-Wee1K328M stability; 100% = proteasome inhibitor MG132 effect. AID 1321, 2008. Wee1-like protein kinase (Homo sapiens), P30291. hit rate 1.2% among 220,000;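 active = activation above the mean of all tested compounds plus 3 SD, set per screening run, cut at about 8.8% in these data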;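 note: cells exposed to compound for 20 h before luminescence read; 0% = DMSO alone and 100% = MG132 at 30 µM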
RBBP9 inh = human RBBP9 inhibitors, primary screen, biochemical, fluorescence polarization, FP-Rh probe, HTS; hit rate 0.2% among 220,000; AID 1515, 2009; inhibition, % at 7.94 µM; recombinant RBBP9;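 active = inhibition above the campaign mean of all tested compounds plus 3 SD, cut at about 14% in these data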;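 note: plate controls were DMSO wells with RBBP9 for no effect and wells lacking RBBP9 protein for full effect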
Target sequence (O75884 whole entry, looked up): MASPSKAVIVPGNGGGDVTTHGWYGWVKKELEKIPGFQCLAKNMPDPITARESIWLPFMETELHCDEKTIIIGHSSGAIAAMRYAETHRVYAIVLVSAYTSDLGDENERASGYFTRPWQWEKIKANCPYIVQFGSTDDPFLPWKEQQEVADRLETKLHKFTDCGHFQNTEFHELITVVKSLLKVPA
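Measured by: FP readout at 525/598 nm; material: recombinant human RBBP9; also added: Serine-hydrolase probe FP-Rh, 375 nM pre-mixing; medium: Tris buffer pH 8.0, NaCl, Pluronic; replication: one well per compound; doses: one concentration, 7.94 µM nominal, 0.794% DMSO; timing: preincubation 30 min plus labeling 45 min at 25 °C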
zfTRPN1 agonist = zebrafish TRPN1 channel agonists, primary screen, cell-based, HEK293, calcium fluorescence; transient receptor potential cation channel N1 (TRPN1/NompC), Danio rerio; HEK293 zebrafish TRPN1-YFP, Fluo-8 calcium fluorescence; 100% = response to 87 µM carbachol; activation, % at 3 µM; hit rate 0.18% among 220,000; AID 1424, 2008;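 active = activation above its plate's cutoff, the mean activation of test wells on that plate plus 3 SD, cut at about 19% in these data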;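 note: 0% = DMSO alone and 100% = 87 µM carbachol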
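Material: zebrafish TRPN1-YFP in HEK293 cells; Doses: single test compound dose, 3 µM nominal, 0.3% DMSO; Timing: dye loading 1 h at 37 °C, then 30 min room temperature; Technique: intracellular calcium fluorescence with Fluo-8; Benchmarks: high carbachol 87 µM, low DMSO alone.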
TRPML3 agonist = human TRPML3 channel agonists, primary screen, cell-based, HEK293 TRPML3-YFP, Fluo-8 calcium fluorescence, 3 µM; Mucolipin-3 (Homo sapiens), Q8TDD5; 100% = the carbachol control signal; activation, % at 3 µM; hit rate 0.29% among 220,000;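 active = activation above its plate's cutoff, the mean activation of the plate's test wells plus 3 SD, cut at about 12% in these data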;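 note: 0% = DMSO only wells and 100% = carbachol wells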
Target sequence (Q8TDD5 whole entry, looked up): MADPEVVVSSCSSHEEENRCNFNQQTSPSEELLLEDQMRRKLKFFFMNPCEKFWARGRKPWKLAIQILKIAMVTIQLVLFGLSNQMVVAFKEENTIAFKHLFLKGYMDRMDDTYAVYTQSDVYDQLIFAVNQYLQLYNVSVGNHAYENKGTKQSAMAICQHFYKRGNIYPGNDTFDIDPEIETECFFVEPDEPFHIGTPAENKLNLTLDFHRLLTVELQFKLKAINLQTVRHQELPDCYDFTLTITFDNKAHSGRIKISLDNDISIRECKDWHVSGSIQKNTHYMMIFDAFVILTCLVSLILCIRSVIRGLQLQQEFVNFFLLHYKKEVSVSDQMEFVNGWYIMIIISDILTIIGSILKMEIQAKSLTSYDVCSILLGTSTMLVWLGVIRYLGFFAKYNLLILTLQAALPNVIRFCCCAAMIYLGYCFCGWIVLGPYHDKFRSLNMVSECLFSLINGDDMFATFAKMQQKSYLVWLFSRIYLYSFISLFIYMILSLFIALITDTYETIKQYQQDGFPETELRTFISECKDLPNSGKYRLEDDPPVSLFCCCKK
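Test system: TRPML3-YFP stable HEK293 cells. Doses: single point at 3 µM. Incubation: dye loading 1 h 37 °C then 30 min ambient, 125 s read. Signal: Fluo-8 calcium dye fluorescence, ex 470-495, em 515-575 nm. Measure: percent activation from peak-to-basal fluorescence ratio, scaled between DMSO and carbachol.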
TNF death inh = inhibitors of TNF-alpha triggered necroptosis, primary screen, cell-based, Jurkat FADD-/-, single concentration; Jurkat FADD-/- TNF necroptosis rescue, ATP luminescence, 24 h; 0 = TNF only, 100 = no-TNF cells; activation (protection from cell death), % at 10 µM; hit rate 0.068% among 220,000; AID 463075, 2010;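 active = activation, meaning protection from cell death, of at least 50% relative to plate controls; inactive = activation below 50%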;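 note: necroptosis triggered by 40 ng/mL TNF-alpha added together with compound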
Ba/F3 V617F tox = reduced viability of JAK2V617F-dependent Ba/F3 cells, primary screen, JAK2V617F inhibitor project, cell-based, Ba/F3 EpoR-JAK2V617F, luminescence | inhibition, % at 5.6 µM | hit rate 1.1% among 220,000 | AID 1446, 2008 | ATP luminescence;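 active = inhibition above the campaign mean plus 3 SD over all tested compounds, cut at about 24% in these data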;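 note: cytokine-independent growth of Ba/F3 cells driven by EpoR plus mutant JAK2; 0% = DMSO-treated cells and 100% = JAK inhibitor I control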
* hit, by the source's call; · = no result given.

SMILES	PPC-1+TRAIL kill	CHOP inhibitor	BaF3 tox	Wee1 degr inh	RBBP9 inh	zfTRPN1 agonist	TRPML3 agonist	TNF death inh	Ba/F3 V617F tox
COc1cc2c(cc1NC(=O)c1cccc(F)c1)CCCC2	23	40	6	0	2	-0.9	-1.1	0.4	3
CCOC(=O)c1[nH]c2ccc(OC)cc2c1C	-10	-3	5	5	-6	-1.7	0.7	3.2	-1
CCOC(=O)C1=C(C)NC(C)=C(C(=O)OCC)C1C(=O)OCC(=O)N1CCC(C)CC1	6	22	-1	2	0	0.7	0.5	-3.1	-2
CN(C)c1ccc(/C=C2\NC(=S)N(Cc3ccccc3)C2=O)cc1	7	43	1	-1	-5	30*	19*	-2.7	0
COc1ccc(C(=O)Nc2ccc3c(c2)OCCO3)cc1[N+](=O)[O-]	20	-4	-2	0	-5	-0.2	-0.8	0.3	3
O=C(CCc1ccc(S(=O)(=O)N2CCOCC2)cc1)Nc1ccc2c(c1)OCCO2	10	-13	-2	-1	3	1.8	0.7	1.5	-2
C/C(=N/OCO/N=C(\C)c1ccccc1)c1ccccc1	2	59	3	-3	-6	0.1	0.0	-0.1	0
Cc1ccc(/C=C(\C#N)C(=O)Nc2cccc3ncccc23)o1	12	30	2	5	-1	1.2	0.7	1.2	-3
N=c1ccn(Cc2ccc(Cl)cc2Cl)cc1	25	-2	71*	-3	-4	-0.7	0.8	-11	90*
Cc1onc(C(=O)NCc2ccc(F)cc2)c1[N+](=O)[O-]	-9	-1	1	3	-13	1.4	1.0	-0.2	5
O=C(N/N=C/c1ccc2c(c1)OCO2)C(O)c1ccccc1 (centres undefined)	18	-8	-4	2	-1	-0.9	0.1	2.0	-5
COc1ccc(C2NC(=O)C(C#N)=C(S)N2c2ccccc2)cc1OC (centres undefined)	-7	25	3	1	-15	-0.2	-0.1	-1.0	-1
CCn1c2ccccc2c2cc(NC(=O)COC(=O)c3cc(Cl)c(N)cc3OC)ccc21	-3	-6	-4	-1	1	1.1	0.4	-1.9	1
O=C(COc1ccc(S(=O)(=O)N2CCCCC2)cc1)NC1CCCCC1	2	49	4	-1	-2	1.9	0.8	0.2	-2
S=C(Nc1ccccc1Cl)N(Cc1ccccc1)Cc1cccnc1	7	22	6	0	-5	-0.6	-0.2	-1.7	4
O=C(NC1CCS(=O)(=O)C1)/C(=C/c1ccco1)NC(=O)c1ccccc1 (centres undefined)	5	15	5	-2	-4	-0.4	-0.1	-0.2	-1
CCN(CCO)c1ncnc2c1sc1nc(C(C)C)c3c(c12)CC(C)(C)OC3	15	99*	5	1	-6	0.8	0.5	-4.1	2
Cc1ccnc(Sc2ccc([N+](=O)[O-])cc2[N+](=O)[O-])n1	22	-14	1	1	-3	-0.5	0.4	-15	6
Cc1ccccc1C(=O)N1CCN(c2ccc(NC(=O)c3ccccc3[N+](=O)[O-])cc2)CC1	·	47	2	-2	-3	3.2	0.5	4.8	3
OCC1CCCCN1CCNCc1cn[nH]c1-c1cccc2ccccc12 (centres undefined)	12	8	-3	3	-6	0.6	0.8	1.9	-1
CCn1ccnc1CN(C)Cc1cn(-c2cccc(C)c2)nc1-c1cccc(F)c1	5	9	-1	-1	-12	-0.8	0.3	2.8	-2
COC(=O)c1sccc1NC(=O)/C=C\c1ccc(Cl)cc1Cl	10	22	7	1	-8	0.5	1.0	-2.0	2
CCOc1ccc(NC(=S)N2CCC(N(C)CCN3CCOCC3)CC2)cc1	-6	15	3	0	-1	0.8	1.0	2.0	0
O=C(CSc1nnc(-c2ccc(OC(F)F)cc2)o1)NC(=O)NCc1ccco1	-10	30	4	0	0	-0.9	0.2	0.1	-8
CN(C)C(CNC(=O)c1ccc(NC(=O)CC#N)cc1)c1ccccc1 (centres undefined)	-2	12	3	1	-12	0.6	0.5	0.2	5
COc1ccccc1N(CC(=O)NCC1CCCO1)C(=O)CNS(=O)(=O)c1ccccc1 (centres undefined)	-5	-1	-5	-2	2	0.0	1.0	1.3	-1
CCOc1ccccc1N1CCN(S(=O)(=O)c2cccc3nsnc23)CC1	-3	43	4	-2	-6	-2.1	-0.9	-0.5	5
Cc1ccc(Nc2nc(C3CC3)cs2)cc1	22	47	4	4	-8	0.2	-0.1	6.9	-4
CC(C)CCn1cnc2c(NCc3ccccc3)ncnc21	16	10	4	-1	4	-0.2	0.1	1.4	-2
COc1ccc(N/C(=C(/C(Cl)=C(Cl)Cl)[N+](=O)[O-])n2nnc3ccccc32)cc1	-7	-21	2	0	3	-0.4	0.9	-0.2	-2
CN(CCC#N)CC(=O)Nc1ccc(NC(=O)CN(C)CCC#N)cc1	12	2	5	1	4	2.2	0.6	0.2	0
O=C(CSc1nc2ccccc2c(=O)n1Cc1ccco1)NCCN1C(=O)CSC1=O	-2	9	1	-1	-8	-0.1	-0.6	1.9	-8
Clc1ccc(-n2nnc(-c3cccnc3)n2)cc1Cl	14	-14	2	1	-7	-0.6	0.5	-0.7	-3
COc1cc(NS(=O)(=O)c2ccc(NC(=O)COc3ccccc3Cl)cc2)nc(OC)n1	28	20	2	0	-9	-1.0	-0.1	-0.2	-3
CN(CC(=O)Nn1cnnc1)S(=O)(=O)c1cc(Cl)ccc1Cl	-2	21	-1	0	-8	1.5	0.0	-1.0	-5
COc1ccc(NC(=O)CSc2nnc(C(C)C)n2N)cc1	1	24	5	-2	-6	0.3	-0.7	-1.4	3
COc1ccc(CCn2c(=O)[nH]c3cc(C(=O)N4CCN(c5ccccc5)CC4)ccc3c2=O)cc1OC	-1	23	2	1	6	0.0	0.2	0.9	-1
O=c1c2c(ncn1CCO)nc1n2CCC1	-16	-33	4	-2	-8	-1.3	0.2	-1.0	-2
Cc1c(NC(=O)/C(C#N)=C/c2c(N3CCCCC3)nc3ccccn3c2=O)c(=O)n(-c2ccccc2)n1C	-6	9	-6	-3	-5	0.6	0.7	-2.1	-3
CCOc1ccc(C(C(=O)NC2CCCCC2)N(C(=O)c2ccccn2)c2cccnc2)cc1 (centres undefined)	7	-2	6	3	-6	0.5	1.6	-1.0	0
c1ccc2c(N3CCCCC3)nc(N3CCCC3)nc2c1	16	17	11	-4	-4	-0.1	0.1	-2.3	11
CCOCCCn1c(C)nc2c(c1=O)c1nc3ccccc3nc1n2-c1ccc2c(c1)OCCO2	16	-6	1	-1	0	0.0	0.7	-3.2	-3
O=C(CN1C(=O)NC2(CCSC2)C1=O)N1CCN(c2ccc(F)cc2)CC1 (centres undefined)	16	·	1	1	1	1.5	0.6	0.5	-5
Cc1ccsc1C(=O)OCC(=O)NCc1ccco1	6	-21	1	-1	-2	1.3	-0.4	1.4	-4
CC(/C=N\NC(=O)c1cc(C)oc1C)=C\c1ccccc1	43	14	3	5	-3	0.9	1.1	0.1	-4
CCc1ccc(-n2c(=O)c3c(C)c(C)sc3n(CC(=O)NCC3CCCO3)c2=O)cc1 (centres undefined)	3	4	1	-2	-2	-0.2	0.5	1.3	1
Nc1nonc1C(=O)NCCNC(=O)c1ccccc1F	1	8	3	-1	3	-1.0	-0.1	-2.0	-2
OCC[C@@H]1C[C@@H](O)[C@H](O)[C@]2(CCCCO2)O1	14	-3	-1	-3	-7	0.9	0.4	1.6	-6
CSc1nc2n(n1)C(c1cccs1)C1=C(CCCC1=O)N2 (centres undefined)	1	1	9	2	3	0.6	0.1	-0.8	5
Cc1ccc(CNC(=O)c2ccccc2N(C)S(C)(=O)=O)cc1	8	0	5	1	-3	-0.2	0.6	-0.6	1
CCOc1ccc(-c2cc(CCCC(=O)Nc3cc(OC)ccc3OC)no2)cc1	16	51	-2	-2	2	-1.3	-0.3	1.1	-5
COc1ccc2nc(/C=N/NC(=O)[C@H](CCSC)NC(=O)OC(C)(C)C)ccc2c1	9	16	0	3	-2	-1.3	-0.5	2.3	-2
Clc1cccc(-c2cc3nc4c(c(N5CCN(c6cnccn6)CC5)n3n2)CCCC4)c1	26	-11	2	-1	0	-0.3	0.7	-1.4	-1
CCOc1cc(C(=O)OCC(=O)c2c(N)n(C)c(=O)n(C)c2=O)cc(OCC)c1OCC	16	42	3	2	2	1.0	1.0	0.9	-2
Cc1cc(C)n(-c2nc(C(=O)O)cs2)n1	1	3	2	-2	-2	0.4	0.6	-1.0	3
O=C1c2ccccc2C(=O)c2c1ncn2-c1ccccc1	23	-13	3	-1	-3	-1.2	0.1	-5.9	2
O=C(c1cccc(Cl)c1)N1CCN(C(=O)c2ccco2)CC1	14	-10	2	-3	-8	0.9	-0.1	-2.8	-2
Cc1onc(-c2c(Cl)cccc2Cl)c1COC(=O)c1ccc(Cl)cc1[N+](=O)[O-]	30	1	0	1	1	0.8	6.2	1.2	-4
CCCN1C2=C(C(=O)CCC2)C(c2ccc(F)cc2)C2=C1c1ccccc1C2=O (centres undefined)	·	·	1	-2	-8	0.4	0.7	-3.0	-3
CCCCn1c(N)c(N(CCC(C)C)C(=O)CSc2nnc(C)s2)c(=O)[nH]c1=O	7	-8	4	6	-6	-0.2	-0.1	-1.4	2

(listing goes on)
SMILES	PPC-1+TRAIL kill	CHOP inhibitor	BaF3 tox	Wee1 degr inh	RBBP9 inh	zfTRPN1 agonist	TRPML3 agonist	TNF death inh	Ba/F3 V617F tox
O=c1oc2c(Cl)cc(Cl)cc2cc1-c1nnc(Nc2ccccc2F)s1	8	16	9	0	-11	-1.9	-0.2	-0.4	3
O=C(CCc1nc2ccccc2[nH]1)Nc1ccc2c(c1)OCO2	15	26	4	-1	11	-1.0	-0.2	-0.3	-3
O=C(Nc1ccc(O)cc1)/C(=C\c1cccs1)NC(=O)c1ccccc1	14	25	2	4	-4	-0.2	0.7	1.0	1
Cc1ccc(NC(=O)COC(=O)C(NS(=O)(=O)c2ccc(Cl)cc2)C(C)O)cc1 (centres undefined)	12	7	4	-1	-10	1.2	-0.4	2.2	4
CC1(C)NC(=O)N(CCCOc2ccc(Br)cc2Cl)C1=O	1	31	2	8	5	0.0	0.9	0.1	-3
